Screening data: PubChem BioAssay, several laboratories
GRK2 aptamer HTS: inhibitors of human GRK2 displacing RNA aptamer; P25098; bead flow cytometry, FAM-aptamer displacement from GRK2; inhibition of aptamer binding, % at 10 µM; hit rate 0.59% among 330,000; AID 488847;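 active means inhibition of aptamer binding above 40%, roughly 3 SD of noise, on plates passing a quality check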;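 further: median bead fluorescence of bound FAM aptamer so fluorescent compounds give negative values; no value below 0 was filed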
Target sequence (P25098 whole entry, looked up): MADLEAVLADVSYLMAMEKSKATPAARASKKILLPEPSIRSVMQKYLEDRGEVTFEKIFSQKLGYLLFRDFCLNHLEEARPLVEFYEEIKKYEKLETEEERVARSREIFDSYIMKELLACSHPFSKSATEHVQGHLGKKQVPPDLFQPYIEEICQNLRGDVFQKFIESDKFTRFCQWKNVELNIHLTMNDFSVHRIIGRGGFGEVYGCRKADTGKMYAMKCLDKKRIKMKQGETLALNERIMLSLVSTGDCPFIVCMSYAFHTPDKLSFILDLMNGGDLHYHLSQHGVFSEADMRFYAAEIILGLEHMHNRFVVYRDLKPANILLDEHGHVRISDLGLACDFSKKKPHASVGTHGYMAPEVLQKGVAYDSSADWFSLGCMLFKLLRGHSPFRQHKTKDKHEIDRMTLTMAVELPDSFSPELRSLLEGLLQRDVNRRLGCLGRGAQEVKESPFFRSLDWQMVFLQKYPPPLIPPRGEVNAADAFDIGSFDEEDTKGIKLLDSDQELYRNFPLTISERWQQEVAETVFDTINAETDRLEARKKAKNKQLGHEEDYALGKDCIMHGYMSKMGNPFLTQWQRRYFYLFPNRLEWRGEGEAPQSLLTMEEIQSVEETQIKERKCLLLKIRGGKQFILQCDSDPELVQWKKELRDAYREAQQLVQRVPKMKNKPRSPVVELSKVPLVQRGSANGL
JMJD2C inh: human JMJD2C demethylase inhibition; GST-JMJD2C(1-420) H3K9me3 demethylation, DELFIA europium; inhibition, % at 2.35 µM; hit rate 0.069% among 330,000;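 active means more than half of a compound's replicate wells show inhibition beyond 50%, single wells judged on their own value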;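 further: signal counts dimethyl H3K9 product captured on neutravidin plate; 0% = median of DMSO wells and 100% = 0.3 times that DMSO median; strong numbers were not always called active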
VLA-4 inh: inhibition in a human VLA-4 binding assay | P13612 | VLA-4 expressing cells, ligand binding flow cytometry | inhibition, % (about 7 µM as worked out from the volumes in the protocol) | hit rate 0.2% among 330,000; in the data active means inhibition above about 50%
LAP4-GFP MLPCN: modulators of TOR pathway LAP4-GFP in S. cerevisiae. S. cerevisiae LAP4-GFP multiplex, flow cytometry GFP, 3 h; median GFP as percent of DMSO wells. GFP response vs DMSO, % at 10 µM. hit rate 0.34% among 320,000;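 active means GFP response vs DMSO above a set limit, about the screen mean plus 3 SD, cut at about 150% in these data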
RPL19A-GFP yeast: modulators of TOR pathway RPL19A-GFP in S. cerevisiae | S. cerevisiae RPL19A-GFP strain, flow cytometry, 3 h; hits give low values | percent response vs DMSO, % at 10 µM | hit rate 0.3% among 330,000 | AID 2025;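 active means percent response vs DMSO below 50%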;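 further: median channel GFP fluorescence of the barcoded RPL19A-GFP strain; ratio of sample median GFP to plate DMSO average so 100% = DMSO; lower means less RPL19A-GFP as with rapamycin TOR inhibition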
CIT2 TOR yeast: alters CIT2-GFP fluorescence in TOR pathway yeast screen; AID 2029; GFP response vs DMSO, % at 10 µM; S. cerevisiae CIT2-GFP strain, flow cytometry, 3 h; 100 means same as DMSO wells; hit rate 0.065% among 320,000;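 active means GFP response relative to DMSO above a set limit, near the screen mean plus 3 SD, cut at about 150% in these data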;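 further: ratio of well median GFP fluorescence to mean of DMSO wells on the plate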
MEP2-GFP yeast: alters MEP2-GFP fluorescence in TOR pathway yeast screen. AID 2016. S. cerevisiae MEP2-GFP strain, flow cytometry GFP, 3 h; 100% = DMSO control level. hit rate 0.51% among 330,000. GFP response vs DMSO, % at 10 µM;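 active means GFP response versus DMSO above a set limit, roughly screen mean plus 3 SD, cut at about 180% in these data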;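 further: median GFP fluorescence of the barcode-gated MEP2-GFP cells per well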
AGP1-GFP MLPCN: yeast TOR pathway AGP1-GFP modulation; S. cerevisiae AGP1-GFP multiplex flow cytometry, 3 h; GFP as percent of DMSO wells; GFP response vs DMSO, % at 10 µM; hit rate 0.02% among 320,000; AID 2066;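 active means GFP response relative to DMSO above a set limit, near screen average plus 3 SD, cut at about 150% in these data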;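 further: median GFP channel fluorescence of the gated AGP1 strain per well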
Numbers without * were called inactive; nt = no result given; & = joins results of further samples.

smiles	RPL19A-GFP yeast	AGP1-GFP MLPCN	LAP4-GFP MLPCN	JMJD2C inh	MEP2-GFP yeast	VLA-4 inh	GRK2 aptamer HTS	CIT2 TOR yeast
COc1ccc(CNC(=O)C2CC(c3ccc(F)cc3)=NO2)cc1 (stereo not drawn)	103	106	106	-3	104	3	6	110
Cc1nn(Cc2ccccc2)c(C)c1NC(=O)c1cccs1	104	103	95	3	103	23	2	103
Cc1ccc(NC(=O)CN(C)C(=O)c2ccc(NC(=O)CC3SC(N4CCCC4)=NC3=O)cc2)cc1 (stereo not drawn)	104	112	110	3	102	8	0	105
CCN(CC)S(=O)(=O)c1ccc2c3c(cccc13)C(=O)N2	96	105	92	1	100	-13	0	97
Cc1cc(OCC(=O)NCC(c2ccc(F)cc2)N2CCOCC2)ccc1Cl (stereo not drawn)	99	102	99	0	101	7	0	96
O=C(c1ccc(Cl)c(Cl)c1)N1CCC(O)(CN2CCOCC2)CC1	99	109	101	-9	92	17	1	101
CN(c1cccc(NS(=O)(=O)c2cccs2)c1)S(C)(=O)=O	97	96	98	-3	99	-1	3	98
FC(F)Oc1ccc(NC(=S)NCc2ccccc2)cc1	93	92	90	-8	93	22	0	86
O=C(Cc1cccs1)N1CCN(S(=O)(=O)c2ccc(Br)cc2)CC1	105	102	96	21	100	-7	34	97
CN1CCN(CCCNC(=O)c2ccc(NC(=O)C3=CSCCO3)cc2)CC1	103	105	99	-21	106	4	0	100

Arranged by heavy-atom count (ascending): part of the list above
smiles	RPL19A-GFP yeast	AGP1-GFP MLPCN	LAP4-GFP MLPCN	JMJD2C inh	MEP2-GFP yeast	VLA-4 inh	GRK2 aptamer HTS	CIT2 TOR yeast
FC(F)Oc1ccc(NC(=S)NCc2ccccc2)cc1	93	92	90	-8	93	22	0	86
O=C(Cc1cccs1)N1CCN(S(=O)(=O)c2ccc(Br)cc2)CC1	105	102	96	21	100	-7	34	97
Cc1cc(OCC(=O)NCC(c2ccc(F)cc2)N2CCOCC2)ccc1Cl (stereo not drawn)	99	102	99	0	101	7	0	96

(continued)
smiles	RPL19A-GFP yeast	AGP1-GFP MLPCN	LAP4-GFP MLPCN	JMJD2C inh	MEP2-GFP yeast	VLA-4 inh	GRK2 aptamer HTS	CIT2 TOR yeast
CC(C)Oc1ccc(C(CC(=O)NCc2ccco2)c2ccccc2)cc1 (stereo not drawn)	97	94	106	0	103	nt	0	96
Clc1ccc2nc(N3CCCCC3)sc2c1	111	106	98	1	106	3	5	100
Cc1ccccc1NC(=O)CN(C)S(=O)(=O)c1cccs1	99	99	98	2	106	23	0	98
COc1ccc(OC)c(C(=O)NC(CC(N)=O)c2ccc(NCCN3CCCC3)c([N+](=O)[O-])c2)c1 (stereo not drawn)	98	86	116	3	96	32	1	68
O=C(Nc1ccc2c(c1)OCO2)Nc1ccc2c(c1)OCO2	100	97	89	-1	100	-7	0	99
O=C(Oc1ccc(-c2nnco2)cc1)c1ccc(F)c(S(=O)(=O)N2CCOCC2)c1	99	111	104	-4	104	-2	4	99
CCC1CCCCN1c1ccc([N+](=O)[O-])cc1/C=N/NC(=O)Cn1c2ccccc2c(=O)c2ccccc21 (stereo not drawn)	98	101	99	5	97	19	0	93
COC(=O)c1ccc(N2CCOCC2)c(F)c1	99	66	100	13	110	-4	0	96
N#Cc1cccc(NC(=O)COc2ccc(-n3ccnc3)cc2)c1	100	99	99	-3	103	16	0	105
Cc1nonc1NC(=O)CSc1nc2ccccc2cc1C#N	95	102	112	4	107	-27	1	92
COc1ccc(C)cc1NC(=O)NCCCCc1ccccc1	106	100	97	-4	99	1	4	101
C=CCN(CC=C)C(=O)COC(=O)c1ccc(Sc2ncn[nH]2)c([N+](=O)[O-])c1	106	104	93	36	111	0	2	97
Cc1ccc(OC(=O)c2sc3ncn(C)c(=O)c3c2C)cc1	100	94	104	5	99	-4	1	92
Cc1ccc(Cl)cc1N1CCN(C(=O)Cc2ccc(-n3c(=O)[nH]c4ccsc4c3=O)cc2)CC1	99	98	99	14	103	-27	0	104
Cc1ccc(S(=O)(=O)N(CC(=O)N2CCC(C)CC2)c2cccc(C)c2)cc1	98	102	84	2	96	-2	0	98
CSCCC(NC(=O)c1ccco1)C(=O)OCC(=O)N(Cc1ccccc1)C(C)(C)C (stereo not drawn)	101	112	100	-10	97	7	6	106
C=CCn1c(CC(=O)Nc2cccc(OC)c2)nnc1SCC(=O)NC1CCCCC1	100	103	96	-14	107	20	2	104
CC(=O)c1c(C)nn(C(=O)c2cccs2)c1C	107	96	118	-7	105	-27	4	101
COc1ccc(CCNC(=O)C2CCN(C(=O)c3ccc(Br)cc3)CC2)cc1	93	90	79	-2	90	-8	2	102
COc1ccc(-n2cc(-c3ccccc3)c3c(N4CC(C)OC(C)C4)ncnc32)cc1 (stereo not drawn)	96	90	108	0	95	1	1	83
CC1CCCN(C(=O)c2cccc(S(=O)(=O)N3CCCc4ccccc43)c2)C1 (stereo not drawn)	93	98	102	-10	95	17	5	94
Cc1noc(C)c1C(=O)OCC(=O)Nc1ccccc1SCC#N	91	89	85	3	93	-270	0	84
Cc1cc(C(F)F)n2nc(C(=O)Nc3ccc(S(=O)(=O)N4CCCCCC4)cc3)nc2n1	105	101	101	3&8	108	12	6	102
Cc1ccc(-c2nc3ccccc3c(C(=O)NCc3cccs3)c2C)cc1	102	106	114	-13	101	-5	3	105
O=C(O)CCNc1ccc(Cl)cc1	91	78	91	-23	88	3	18	88
CCn1c(/C=C/c2ccc(O)cc2)nc2ccccc2c1=O	105	103	100	3	113	-7	0	99
Cc1ccc(SCC(=O)N2CCC(C(N)=O)CC2)cc1	104	95	102	-14	107	8	2	104
O=C(/C=C/c1cccc(F)c1)Nc1nccs1	95	96	92	5	87	-8	3	103
CCOC(=O)COc1ccc2c(=O)c(-c3ccccc3OC)coc2c1	102	97	91	3	98	9	3	102
COc1ccc(N2CC(C(=O)Nc3nnc(SCc4cccnc4)s3)CC2=O)cc1 (stereo not drawn)	102	100	101	1	109	1	2	100
O=C(O)C1CCC1C(=O)Nc1nc(-c2ccc(Cl)s2)cs1 (stereo not drawn)	97	106	99	-12	92	-7	3	106
Cc1cc(C)cc(N(CC(=O)NC2CCCCC2)C(=O)c2csnn2)c1	104	105	105	12	122	7	1	106
CCCCCCCCOC(=O)C1=C(C)Nc2nnnn2C1c1cccs1 (stereo not drawn)	92	93	93	-5	96	5	1	102
CCN(CC)S(=O)(=O)c1ccc(N2CCOCC2)c(NC(=O)Cc2ccccc2)c1	107	105	110	8	104	16	0	99
COc1ccc(C2=NN(C(=O)CSc3ncccn3)C(c3ccc(C)cc3)C2)cc1 (stereo not drawn)	99	96	103	-9	100	25	1	91
COc1cc(NC(=O)N2c3ccccc3Sc3ccccc32)c(C(=O)O)cc1OC	98	93	100	-28	105	2	0	97
O=C(COC(=O)c1cnc(Cl)c(Cl)c1)c1ccc(F)cc1	100	96	115	4	99	20	0	92
COCCNC(=S)N/N=C/c1ccc(N2CCOCC2)cc1	105	103	98	0	107	4	1	99
COCCNC(=O)C(c1cccs1)N(CCc1ccccc1)C(=O)Cn1nnc2ccccc21 (stereo not drawn)	101	99	105	0&4	99	5	4	91
COc1ccc(NC(=O)C2=C(C)Nc3ncnn3C2c2ccccc2C(F)(F)F)c(OC)c1 (stereo not drawn)	101	nt	103	nt	97	21	2	103
COc1ccccc1-c1cc(C(F)(F)F)nc(S(=O)(=O)CCCC(=O)NCc2ccc(F)cc2)n1	97	94	92	-4	96	25	48*	91
CC(=O)c1ccc(OCc2cc(C(=O)N(C)Cc3ccon3)no2)cc1	112	93	69	10	99	18	1	98
O=C(CNCC1CCCCC1)Nc1ccccc1N1CCCCC1	102	95	99	-24	91	-4	0	93
CCOc1ccc(NC(=S)Nc2ccc(C)c([N+](=O)[O-])c2)cc1	100	98	91	-6	94	8	0	96
COc1ccc(CCC(=O)NCCS(=O)(=O)N2CCN(c3ccc(OC)cc3)CC2)cc1	100	104	102	-1	103	7	0	103
C[C@@H]1CCC[C@@]2(O[C@H](CCO)C[C@H](O)[C@H]2O)O1	99	88	121	6	99	1	2	98
COc1cccc(N2CCN(C(=O)Cn3c(=O)oc4ccccc43)CC2)c1	112	116	103	-4	117	11	0	117
COc1ccc(/C=N/Nc2ccccc2C(=O)O)cc1	106	84	100	-2	103	0	1	88
Cc1nc(N2CCN(Cc3ccccc3)CC2)nc2c1CCC2	104	98	88	-4	106	4	1	99
Cc1ccc(S(=O)(=O)N2CCC(C(=O)OCC(=O)NCc3cccc(Cl)c3)CC2)cc1C	97	102	101	4	101	-2	0	93

Next records
smiles	RPL19A-GFP yeast	AGP1-GFP MLPCN	LAP4-GFP MLPCN	JMJD2C inh	MEP2-GFP yeast	VLA-4 inh	GRK2 aptamer HTS	CIT2 TOR yeast
CC12CCC(C(=O)NNC(=O)c3ccccc3)(OC1=O)C2(C)C (stereo not drawn)	98	105	99	-7	94	2	1	105
CN(C)S(=O)(=O)c1cccc(NC(=O)c2ccc(NS(=O)(=O)c3cccs3)cc2)c1	94	97	96	1	88	12	0	94
COc1cc(NC(=O)CN(c2cc(C)cc(C)c2)S(=O)(=O)c2c(C)noc2C)cc(OC)c1	94	95	99	9	118	9	14	97
CSCC[C@H](N)C(=O)N1CCC(C(=O)N[C@H](C(=O)NCc2ccccc2F)C(C)C)CC1	102	110	106	-20	104	-6	0	112
COc1ccc(NC(=O)CN(C)Cc2cccs2)cc1Cl	95	93	86	-3	94	-14	0	99
COc1ccc(OC)c2c1sc(=NC(=O)c1ccco1)n2C	96	94	104	16	97	-15	4	90
Cc1c(C(=O)Nc2ccc(S(=O)(=O)N3CCOCC3)cc2)cccc1[N+](=O)[O-]	100	98	100	-33	113	-4	0	111
O=C(CSc1nc2c(cnn2-c2ccc(F)cc2)c(=O)[nH]1)Nc1nccs1	108	100	111	-7	99	5	0	102
O=C(O)C1CCC(N2C(=O)c3cccc([N+](=O)[O-])c3C2=O)CC1 (stereo not drawn)	97	93	99	16	110	3	6	103
O=C1CCC(C(=O)N2CCCC(C(=O)c3ccc4c5c(cccc35)CC4)C2)=NN1 (stereo not drawn)	102	100	92	-3	105	0	5	100
CC(=O)Nc1ccc(S(=O)(=O)N(C)c2ccccc2)cc1	97	107	101	9	101	9	8	104
O=C(CSCc1ccc(Cl)cc1)NCCSCc1ccco1	100	102	115	-30	100	6	0	93
COc1ccc(C(=O)N/C(=C/c2cccnc2)C(=O)Nc2cccc(C(C)=O)c2)cc1OC	106	104	93	-2	97	0	0	111
Cc1nnc(NC(=O)c2ccc(S(=O)(=O)N3CCCCC3C)cc2)o1 (stereo not drawn)	99	103	105	4	101	-7	0	96
Cc1ccnc(NS(=O)(=O)c2ccc(NC(=O)c3ccc(Br)o3)cc2)n1	111	109	94	4	109	0	0	104
Cc1ccccc1-c1noc(N)c1C#N	96	99	107	1	103	-5	4	106
O=C(CCCn1cc([N+](=O)[O-])cn1)NCc1ccccc1	106	109	118	-2	111	17	7	116
Cn1c(=O)c2c(nc(SCCCC#N)n2Cc2c(F)cccc2Cl)n(C)c1=O	103	108	106	0&13	103	12	0	99
COc1ccc(S(=O)(=O)N2CCN(C(=O)c3ccc(NC(C)=O)cc3)CC2)cc1	97	94	93	0	92	20	0	95
Cc1cc(C)c2[nH]c(=O)c(CN(CC3CCCO3)C(=S)Nc3ccccc3)cc2c1 (stereo not drawn)	101	89	89	10	92	-12	0	92
COc1cc(C)c(C(C)C)cc1S(=O)(=O)n1cnc(C)c1	100	101	105	0	106	10	1	100
